# Screening results: PubChem, several laboratories
# CHOP inhibitor: inhibitors of CHOP induction in ER stress response | CHO-K1 CHOP-promoter luciferase, tunicamycin-induced, 15-18 h | inhibition, % at 10 µM | 3.8% of 220,000 active;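 active means compounds that reduced the stress-induced luciferase reporter signal by more than about 70% of percent inhibition, limit read from the data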;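 further: 0% = tunicamycin plus vehicle and 100% = wells without tunicamycin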
# S1P4 antag: blocks the human S1P4 receptor; O95977; S1P4-expressing cells, antagonist mode, reporter read-out; inhibition, % at 4.98 µM; 0.26% of 220,000 active; in the data active means inhibition above about 29%;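 further: 0% = wells stimulated with agonist and 100% = vehicle wells without agonist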
# NPY Y1 blocker: antagonists of human neuropeptide Y receptor Y1 | inhibition, % at 3.6 µM | 1% of 200,000 active | HEK293-CNG Y1 cells, membrane potential fluorescence; NPY at EC95, then isoproterenol | P25929;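 active means inhibition above the campaign mean inhibition of all tested compounds plus 3 SD, cut at about 20% in these data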;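 further: 0% = DMSO wells given NPY plus isoproterenol and 100% = isoproterenol alone without NPY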
# Target sequence (P25929 whole entry, looked up): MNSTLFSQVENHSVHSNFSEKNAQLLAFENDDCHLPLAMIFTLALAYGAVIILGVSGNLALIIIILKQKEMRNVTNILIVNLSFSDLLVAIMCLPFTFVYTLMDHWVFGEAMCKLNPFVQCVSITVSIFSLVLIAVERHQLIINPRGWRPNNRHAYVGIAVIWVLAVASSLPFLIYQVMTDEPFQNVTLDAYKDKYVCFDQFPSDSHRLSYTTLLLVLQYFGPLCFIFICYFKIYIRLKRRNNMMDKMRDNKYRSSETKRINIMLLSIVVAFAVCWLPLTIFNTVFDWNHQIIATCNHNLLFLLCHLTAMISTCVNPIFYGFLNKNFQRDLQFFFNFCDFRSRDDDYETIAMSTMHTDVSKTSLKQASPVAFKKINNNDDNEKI
#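 System: HEK293 cells with Y1 receptor plus CNG channel / Probe or stimulus: NPY 25 nM then isoproterenol 1 µM plus Ro 20-1724 25 µM / Compound: one concentration, 3.6 µM, in 0.4% DMSO / Schedule: compound incubation 1 h at room temperature, readout 45 min post-stimulation / Measured by: membrane potential fluorescence / Read-out: % inhibition of NPY effect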
# NPY-Y2 PAM-ag: human NPY-Y2 potentiation or agonism, primary screen | P49146 | cells expressing NPY-Y2, potentiator/agonist read-out | activation, % at 3.6 µM | 0.45% of 220,000 active; in the data active means activation above about 27%;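 further: cells stimulated with NPY near EC25 plus isoproterenol at EC100; 0% = vehicle plus submaximal agonist and 100% = vehicle plus saturating agonist; some results beyond the cut were filed as inactive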
# Target sequence (P49146 whole entry, looked up): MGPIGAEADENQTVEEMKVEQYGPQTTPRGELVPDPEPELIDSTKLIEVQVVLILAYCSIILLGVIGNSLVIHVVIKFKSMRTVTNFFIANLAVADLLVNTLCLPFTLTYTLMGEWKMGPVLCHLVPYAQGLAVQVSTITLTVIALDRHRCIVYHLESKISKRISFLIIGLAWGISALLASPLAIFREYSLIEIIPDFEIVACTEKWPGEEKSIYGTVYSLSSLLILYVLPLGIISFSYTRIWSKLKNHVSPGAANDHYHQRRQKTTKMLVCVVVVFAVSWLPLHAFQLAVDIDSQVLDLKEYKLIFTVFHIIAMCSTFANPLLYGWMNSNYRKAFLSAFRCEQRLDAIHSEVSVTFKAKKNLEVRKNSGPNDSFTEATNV
# TRPML3 agonist: activates the human TRPML3 channel | Q8TDD5 | activation, % at 3 µM | AID 1448 | HEK293 TRPML3-YFP, Fluo-8 calcium fluorescence; 100% = the carbachol control signal | 0.29% of 220,000 active;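 active means activation above its plate's cutoff, the mean activation of the plate's test wells plus 3 SD, cut at about 12% in these data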;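 further: 0% = DMSO only wells and 100% = carbachol wells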
#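 Test system: TRPML3-YFP stable HEK293 cells. Doses: single point at 3 µM. Incubation: dye loading 1 h 37 °C then 30 min ambient, 125 s read. Signal: Fluo-8 calcium dye fluorescence, ex 470-495, em 515-575 nm. Measure: percent activation from peak-to-basal fluorescence ratio, scaled between DMSO and carbachol.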
# S1P4 agonist: agonists of human S1P4 receptor; AID 1509; O95977; 0.35% of 220,000 active; activation, % at 4.98 µM; S1P4-expressing cell line, agonist reporter assay; in the data active means activation above about 11%;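 further: 0% = DMSO vehicle and 100% = reference agonist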
# EP2 mod: modulators of human EP2 prostaglandin E2 receptor. EP2-expressing cells, cAMP HTRF FRET, PGE2 co-stimulation. 0.83% of 260,000 active. induction, % at 25 µM. P43116;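 active means compounds whose cAMP rise, as percent of the full-agonist control response, exceeds 60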;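 further: rat C6 glioma line stably carrying human EP2 under a CMV promoter; the protocol text gives 20 µM as final concentration; 100% = response of wells given 1 µM PGE2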
# zfTRPN1 agonist: zebrafish TRPN1 (NompC) channel agonism; 0.18% of 220,000 active; HEK293 zebrafish TRPN1-YFP, Fluo-8 calcium fluorescence; 100% = response to 87 µM carbachol; AID 1424; activation, % at 3 µM;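 active means activation above its plate's cutoff, the mean activation of test wells on that plate plus 3 SD, cut at about 19% in these data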;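 further: 0% = DMSO alone and 100% = 87 µM carbachol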
#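 Control set: carbachol 87 µM as high control, DMSO as low control; system: HEK293 stable line with zebrafish TRPN1-YFP; read-out: % activation versus carbachol response; detection: intracellular calcium fluorescence with Fluo-8; doses: single test compound dose, 3 µM nominal, 0.3% DMSO; schedule: dye 1 h 37 °C plus 30 min RT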
# NPY1 pot ag: human NPY-Y1 potentiation or agonism, primary screen | P25929 | activation, % at 3.6 µM | 0.37% of 220,000 active | AID 1304 | NPY-Y1 expressing cells, potentiator/agonist activation; in the data active means activation above about 33%, passing the limit was not always enough;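 further: cells stimulated with NPY at EC10 then isoproterenol at EC100; 0% = low agonist plus stimulus and 100% = saturating agonist plus stimulus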
# * hit, by the source's call; nt = no result given; & = joins results of further samples.
structure,CHOP inhibitor,S1P4 antag,NPY Y1 blocker,NPY-Y2 PAM-ag,TRPML3 agonist,S1P4 agonist,EP2 mod,zfTRPN1 agonist,NPY1 pot ag
O=C(N/N=C/c1sc(N2CCOCC2)nc1-c1ccccc1)c1cccc(S(=O)(=O)N2CCCC2)c1,-63.8,-7.8,4.3,-2.4,0.4,-0.9,10.5,-0.1,0.6
CC(C)(C)NC(=O)CSc1nnc(-c2ccccn2)n1Cc1ccccc1,8.1,8.6,nt,-13.1,-1.2,0.2,11.6,2.6,3.1
Cc1ccc(S(=O)(=O)N2CCC(C(=O)Nc3nnc(-c4ccco4)s3)CC2)cc1,42.5,-4.8,-8.1,52.2*,0.6,-2.1,-2.6&5.4,-0.6,44.3*
COC(=O)/C(=N/Nc1ccccc1Cl)Sc1nnc(C(O)c2ccccc2)n1-c1ccccc1 (stereo not drawn),19.2,-13.4,8.7,-5.4,1.0,4.3,23.8,-1.6,5.0
C/C(=N\O)c1ccc2c3ccccc3n(C)c2c1,32.0,-10.3,-5.2,-14.7,-0.1,2.0,-44.0,-0.6,-19.8
O=S(=O)(Nc1cccnc1)c1ccc(C2CCCCC2)cc1,51.0,-3.8,-4.6,13.8,2.8,-2.2,-3.4,4.7,24.6
COc1cccc(-c2cc(C(=O)Nc3ccccc3SC)no2)c1,15.6,-12.4,11.2,-5.4,0.3,0.2,39.2,-0.5,-9.6
CCn1c(COc2cc(C)ccc2C(C)C)nnc1SCC(=O)Nc1nccs1,23.0,-5.2,2.5,11.6,0.8,1.1,11.1,-1.3,-7.5
O=C1N2CN(C(c3ccccc3)c3ccccc3)CN=C2SC1(CO)CO,3.9,15.7,-2.2,6.8,0.5,-1.8,-1.8,1.1,14.7
Cc1ccc(CNC(=O)C2CCC(=O)N2C2CCCCC2)cc1 (stereo not drawn),47.3,-23.9,-3.6,-3.8,0.2,2.3,9.2,-0.2,-24.8
CCC(=O)Nc1nonc1-c1nc2ccccc2n1N(C(=O)CC)C(=O)CC,23.8,-7.8,0.5,-8.2,0.2,-2.7,34.0,-0.5,-5.9
CCN(NC(=O)C(O)(c1ccc(F)cc1)c1ccc(F)cc1)C(=O)c1ccccc1,-0.8,6.0,23.4*,-26.2,1.6,0.8,26.5,0.9,-19.6
CCOC(=O)c1nc(NCc2ccccc2)c2ccccc2n1,28.2,3.0,-0.5,3.7,0.0,-1.4,-14.6,-1.3,-4.3
Cc1ccc(CN2C(=O)N/C(=C/c3cc(C)n(-c4ccccn4)c3C)C2=O)cc1,20.7,-16.0,-0.5,1.7,0.3,2.1,23.4,-0.4,0.2
O=C1N(CN2CCC3(CC2)OCCO3)c2ccccc2C12OCCCO2,19.3,-6.1,2.6,17.2,-0.1,-1.6,2.9,0.2,-0.9
NNC(=O)c1sc2cc(C(F)(F)F)cnc2c1-c1cccnc1,8.8,-6.4,3.4,0.5,0.3,-2.1,21.6,0.1,-7.6
COc1ccc(OCCSc2ncccn2)cc1,-2.5,-17.7,-1.4,10.0,-0.4,0.0,-9.0,0.0,-1.1
O=S(=O)(Nc1ccc2c(c1)OCCO2)c1cccs1,65.5,-6.2,3.3,-5.0,-0.3,-3.2,-3.5,2.2,-23.2
CCCCC(=O)NC1(C(F)(F)F)C(=O)N(Cc2ccco2)C(C)=C1C(=O)OC (stereo not drawn),16.9,-15.2,3.0,-4.4,-0.7,-0.1,16.4,-0.4,8.2
CCCCNc1nnc(CCn2nc(C)c(Br)c2C)s1,54.4,-13.0,-1.1,21.9,0.3,1.3,19.1,-0.7,1.3

# Other results follow.
structure,CHOP inhibitor,S1P4 antag,NPY Y1 blocker,NPY-Y2 PAM-ag,TRPML3 agonist,S1P4 agonist,EP2 mod,zfTRPN1 agonist,NPY1 pot ag
Cc1cc(NC(=O)CCC2COc3ccccc3O2)no1 (stereo not drawn),7.2,4.2,5.7,9.4,0.3,-2.6,-9.6,-0.6,-0.8
Cc1ccc(CSc2nc3ccccc3cc2C=O)cc1,-6.7,15.0,23.3*,-3.0,-0.1,0.3,70.7*,1.2,1.9
O=[N+]([O-])c1c(NCc2ccco2)ccc2nonc12,-1.6,-0.3,nt,-11.4,0.4,-0.5,-20.4,0.6,13.9
COc1ccc(C(c2nnnn2CC2CCCO2)N2CCN(c3ccc(F)cc3)CC2)cc1 (stereo not drawn),9.9,0.4,2.8,-7.6,-0.7,-2.8,9.9,-0.4,13.7
CCN(CC)C(=O)Cc1c(OC)ccc2cc(Br)ccc12,28.5,0.9,7.7,-6.4,-0.2,0.3,-3.0,-1.7,0.2
O=C(CN1CCN(c2ccccn2)CC1)Nc1ccc(Cl)c(C(F)(F)F)c1,50.3,-8.5,4.9,7.5,0.9,-1.2,-34.2,1.0,-0.5
COc1ccc(C)cc1NC(=O)C(OC(=O)CNC(=O)c1ccc(Oc2ccccc2)cc1)c1ccccc1 (stereo not drawn),30.8,-21.3,14.1,0.5,0.4,-0.3,58.9,1.4,-21.2
NS(=O)(=O)c1ccc(N/C=C\C(=O)c2ccc(F)cc2)cc1,52.4,-1.0,-2.0,-0.4,0.6,1.1,-20.2,2.2,7.2
Cc1noc(C)c1CSc1ncnc2sc(C)c(C)c12,60.7,-15.4,6.2,-5.3,0.0,0.3,62.9*,-1.9,-32.4
Cn1ncc(Br)c1C(=O)NC(=S)N1CCN(c2ccccn2)CC1,10.1,0.6,-1.6,-8.7,0.6,2.0,14.9,1.4,3.9
COc1ccccc1C(c1nnnn1C(C)(C)C)N1CCCCCC1 (stereo not drawn),5.2,32.3*,1.4,-2.7,-0.2,-4.5,25.0,-1.4,2.1
COc1ccccc1N(C)S(=O)(=O)c1ccc(C(=O)OCC(=O)Nc2ccccc2F)cc1,-4.2,-2.2,3.6,12.1,1.7,0.6,-35.9,-0.3,-0.8
Cc1ccc(CCCOC(=O)CN2CCCCC2)cc1,10.6,-28.9,-1.7,-6.7,-0.2,0.8,-17.5,0.3,-9.2
CCCN1CCC(NC(=O)Nc2ccc(OC)c(OC)c2)CC1,-4.3,1.9,-0.5,3.5,1.1,0.8,-18.1,0.2,-21.9
CCOC(=O)c1[nH]c2ccc(OC)cc2c1NC(=O)CCN1CCC(C)CC1,-4.2,-8.2,-9.8,6.8,0.8,2.3,-0.5,-0.1,42.2
O=C(CN1C(=O)CNC1=O)Nc1ccc(Cl)cc1,-7.1,-6.0,nt,-9.7,0.8,0.5,7.6,2.0,7.6
CC(=O)NC(=S)NNC(=O)COc1ccc([N+](=O)[O-])cc1,13.9,-18.5,-0.2,4.3,0.1,0.1,-17.3,-0.1,16.8
Cc1cnc(NC(=O)CSc2nnc(COc3ccccc3)o2)s1,19.5,-2.3,nt,-1.4,0.3,2.7,-24.2,0.1,-17.9
CCn1c(=S)[nH]c2nc3c(cc2c1=O)CCCC3,36.4,-3.9,-1.3,3.9,1.1,0.6,-0.2,1.1,35.6
Cc1ccccc1CN1CCN(CC(=O)NCc2ccc3c(c2)OCO3)C1=O,-12.2,3.6,-0.7,8.6,0.1,1.6,-9.1,0.3,10.7

# (continued)
structure,CHOP inhibitor,S1P4 antag,NPY Y1 blocker,NPY-Y2 PAM-ag,TRPML3 agonist,S1P4 agonist,EP2 mod,zfTRPN1 agonist,NPY1 pot ag
CC(=O)Nc1ccc2nc(NC(=O)COc3ccccc3Cl)sc2c1,-10.8,-17.5,-1.0,3.7,0.9,2.4,-108.2&-57.6,1.1,20.3
Cc1cccc(C(=O)N[C@H](C(=O)OCc2cc(=O)n3c(n2)sc2ccccc23)C(C)C)c1,15.4,-28.2,9.6,-5.8,0.9,2.8,-12.8,0.2,-20.9
Cn1c(NCc2c[nH]c3ccccc23)nc2ccccc21,3.5,16.4,8.1,-9.5,-0.4,0.0,-14.9,-1.6,-20.4
CCOc1ccccc1NC(=O)N1CCCC1C(=O)Nc1ccc(-n2cnnn2)c(C)c1 (stereo not drawn),15.6,-5.9,4.9,-7.5,0.2,0.6,40.8&25.0,0.1,-6.3
Cc1ccc(C)c(NC(=O)CCC(=O)NNC(=S)Nc2ccccc2)c1,6.1,-3.4,-3.2,8.5,0.6,-1.0,12.4,0.5,9.3
O=C(Nc1ccncc1)c1ccc(F)cc1,-0.1,-6.5,-8.3,0.9,1.5,-2.0,-2.0,1.4,3.6
O=C(O)c1cccc(NC(=O)c2ccc(S(=O)(=O)c3ccccc3)cc2)c1,4.1,-17.7,-2.3,-16.7,-0.5,0.2,4.3,-0.3,-7.8
O=C(NCCSCc1ccco1)Nc1ccc(Cl)cc1,-29.0,-13.0,3.5,-2.1,1.1,0.1,-13.7,1.7,-13.0
CCOC(=O)CC(NC(=O)c1cc2cc(Cl)cc(Cl)c2oc1=O)c1cccc([N+](=O)[O-])c1 (stereo not drawn),15.9,-1.4,-0.6,5.0,0.7,1.2,12.5,0.9,-6.7
O=C(N/N=C/c1cccnc1)c1cc2c(ccc3ccccc32)o1,91.3*,0.8,1.6,-13.0,0.3,2.2,-8.9,-0.6,-2.7
CCOC(=O)Cc1csc(NC(=O)c2ccc(S(=O)(=O)N(CCOC)CCOC)cc2)n1,-19.4,-21.9,-2.7,-1.9,2.6,1.3,14.1,3.0,-18.3
O=C(NCc1ccco1)c1cccc(NC(=O)c2ccccc2)c1,35.2,7.3,1.6,-5.2,0.4,2.1,-18.8,0.8,6.2
COc1ccc(/C=N/NC(=O)CCc2ccccc2)cc1O,-4.1,-14.1,-5.0,7.6,0.8,-0.3,-26.9,1.9,8.6
CCOC(=O)Cc1csc(NC(=O)CCCN2C(=O)c3ccccc3C2=O)n1,1.0,-0.1,-0.7,0.2,-0.4,2.4,4.1,-0.1,-25.3
COc1ccc2nc(NC(=O)c3cccnc3SC)sc2c1,-55.2,-10.0,0.3,2.3,0.2,0.1,-48.5,0.5,0.0
Cc1ccc(C2NC(=O)Cc3ccccc32)cc1 (stereo not drawn),-9.9,-13.1,4.8,2.7,0.1,-1.8,11.4,-0.7,0.2
O=C(O)c1ccc(N2C(=O)/C(=C/c3ccc(-c4ccc([N+](=O)[O-])cc4)o3)C=C2c2ccccc2)cc1,12.0,1.0,-1.6,-1.6,0.6,0.4,-16.6,0.7,8.5
COc1ccc(N(CC(=O)N2CCc3ccccc32)S(=O)(=O)c2c(C)noc2C)cc1,43.4,1.9,0.8,-14.2,-0.4,-0.2,38.5,0.5,-12.1
COc1ccccc1NC(=O)CN1CC(=O)Nc2ccccc21,-14.6,-6.1,-3.7,8.2,0.6,0.5,4.6,0.0,-2.5
O=C(Cc1ccccc1F)NCC1(N2CCOCC2)CCCCC1,-2.9,-14.2,nt,-4.1,0.4,0.2,1.0,0.7,2.6
